Casp6 inh: caspase-6 (human) enzyme inhibition; P55212; purified caspase-6, Z-VEID-R110 cleavage fluorescence; inhibition, % at 12.5 µM; hit rate 0.53% among 350,000;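 active = mean inhibition across replicates at least about 35%, with every replicate also reaching that limit, limit read from the data; inconclusive = only one of the two criteria met; inactive = neither criterion met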;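 also: 0% = median of neutral control wells and 100% = no fluorescence left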
Target sequence (P55212 24-179 limits assumed): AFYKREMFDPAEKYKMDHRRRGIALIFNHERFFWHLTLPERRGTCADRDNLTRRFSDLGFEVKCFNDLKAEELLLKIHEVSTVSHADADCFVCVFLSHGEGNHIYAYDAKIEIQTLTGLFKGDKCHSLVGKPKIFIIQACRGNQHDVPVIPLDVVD
Target sequence (P55212 194-293 limits assumed): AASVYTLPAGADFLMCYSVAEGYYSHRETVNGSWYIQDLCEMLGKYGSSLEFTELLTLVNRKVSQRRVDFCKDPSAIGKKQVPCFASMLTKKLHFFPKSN
PglD inh: blocks C. jejuni PglD acetyltransferase activity; purified PglD enzyme, DTNB colorimetric CoA detection; inhibition, % at 12.5 µM; hit rate 0.098% among 360,000; in the data active = inhibition above about 16%, passing the limit was not always enough; inconclusive = no clear call, values can overlap the other calls; also: strong numbers were not always called active
esBAF inh: inhibitors of esBAF chromatin remodeling in mouse ES cells; reporter increase, % at 12.5 µM; Bmi1-luciferase knock-in reporter, 24 h; 100% = twice the neutral-well signal; AID 602393; hit rate 2% among 350,000; in the data active = activation above about 40%; inconclusive = no clear call, values can overlap the other calls;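 also: 0% = median of the plate's neutral control wells and 100% = double that signal; a rise in the Bmi1 reporter signal indicates esBAF inhibition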
E-sel inducer: induces E-selectin expression in human endothelial cells; AID 686992; activation, % at 7.58 µM; HUVEC E-selectin immunofluorescence imaging; normalized: neutral wells 0, TNF-alpha wells 100; hit rate 0.37% among 260,000; P16581;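 active = mean E-selectin-positive cell signal at least 10% of the positive control, reached in at least 60% of replicates, without over 20% cell loss; inconclusive = no rule given, readout overlaps actives, possibly toxicity-flagged; inactive = the rest, including those meeting only one limit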;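 also: in these data hits start at about 27%; measured in HUVEC primary endothelial cells; signal is the percent of cells scored E-selectin positive by PE staining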
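Test system – human umbilical vein endothelial cells (HUVEC), E-selectin induction · Input – 3,000 HUVEC seeded per well · Buffer or medium – EGM-2, gelatin · Compound dosing – single-point compound dose · Detection – immunofluorescence imaging · Measure – percent E-selectin-positive cells · Controls – TNF-alpha high, DMSO low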
ARNT TACC3 PPI: disruptors of human ARNT/TACC3 interaction; Q9Y6A5; AlphaScreen His-ARNT PAS-B/GST-TACC3 binding, luminescence; TACC3 fragment carries E629A point mutation; inhibition, % at 9.99 µM; hit rate 0.66% among 390,000;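 active = mean inhibition of replicates at least 50% and at least half of replicates each reaching 50%; inconclusive = half or more replicates reach 50% but mean below 50%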;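 also: 0% = complete ARNT plus TACC3 wells and 100% = ARNT alone without TACC3; many hits fall short of the cut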
RAD52 anneal inh: inhibitors of human RAD52 DNA annealing; recombinant RAD52 DNA annealing, FRET fluorescence; hit rate 0.46% among 360,000; inhibition, % at 18.7 µM; P43351;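 active = every replicate showing at least 50% inhibition; inconclusive = mean inhibition at least 50% but not in every replicate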
ERp5 inh: ERp5 (human) disulfide isomerase inhibition | inhibition, % at 9.99 µM | Q15084 | hit rate 0.05% among 350,000 | AID 651711 | ERp5 insulin aggregation, absorbance 650 nm, 90 min;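 active = mean replicate inhibition above about 25%, with every replicate also reaching it, limit read from the data, passing the limit was not always enough; inconclusive = only one of those two criteria met; inactive = neither criterion met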
Target sequence (Q15084 whole entry, looked up): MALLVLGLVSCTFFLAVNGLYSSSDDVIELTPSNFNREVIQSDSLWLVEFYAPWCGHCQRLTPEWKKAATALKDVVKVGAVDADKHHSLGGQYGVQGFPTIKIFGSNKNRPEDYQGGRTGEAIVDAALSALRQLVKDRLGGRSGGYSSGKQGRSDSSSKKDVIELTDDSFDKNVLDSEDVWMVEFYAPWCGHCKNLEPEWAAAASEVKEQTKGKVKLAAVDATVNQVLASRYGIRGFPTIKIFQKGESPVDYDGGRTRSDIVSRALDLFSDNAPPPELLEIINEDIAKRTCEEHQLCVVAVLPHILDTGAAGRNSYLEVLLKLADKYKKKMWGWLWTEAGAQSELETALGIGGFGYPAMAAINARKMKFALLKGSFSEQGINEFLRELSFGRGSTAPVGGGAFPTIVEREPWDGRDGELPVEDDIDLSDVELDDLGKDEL
RAD54 inh: RAD54 (human) branch migration inhibition. Q92698. inhibition, % at 10.4 µM. hit rate 0.14% among 360,000. RAD54 Holliday junction branch migration, FAM/BHQ fluorescence;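 active = mean normalized replicate activity at least 40 and at least half of replicates scoring 40 or more; inconclusive = only one of the two criteria met; inactive = mean below 40 and under half of replicates reaching 40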;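 also: 0% = median of neutral control wells and 100% = median of positive control wells; inhibitors cause a drop in the FAM fluorescence signal; in these data hits start at about 50%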
* hit, by the source's call; ? = inconclusive; nt = no result given.

SMILES	Casp6 inh	PglD inh	esBAF inh	E-sel inducer	ARNT TACC3 PPI	RAD52 anneal inh	ERp5 inh	RAD54 inh
COc1ccc2c3c(n(C)c2c1)[C@H](CO)N(Cc1ccncc1)CC31CCN(C(=O)NC(C)C)CC1	2.3	nt	nt	0.3	nt	-148.3	-2.5	nt
CCc1nc(N)c(C#N)c(-c2cccc3ccccc23)c1C	nt	-5.0	-0.9	nt	-4.0	nt	nt	-9.4
COc1ccccc1NC(=O)NC(=O)c1ccccc1	24.6	-2.6	61.6*	0.0	-3.1	-3.0	2.0	-8.9
COCCCn1c(SCC(=O)N2CCOCC2)nnc1-c1ccco1	-4.1	0.4	1.0	nt	-2.5	-7.8	2.2	9.3
O=C(CN(Cc1ccco1)C(=O)c1nsc(Cl)c1Cl)NC1CCCCC1	-2.5	-1.0	-6.1	-1.4	-4.3	-11.9	10.1	-9.7
CCN(CC)C(=O)c1sc(NC(=O)Cc2ccccc2)c(C#N)c1C	nt	-2.5	-2.0	nt	-1.4	nt	nt	5.2
COc1ccc(NC(=O)CCCn2c(=O)c3sccc3n(Cc3cccc(C)c3)c2=O)cc1	-1.4	-3.6	nt	nt	-6.2	-13.6	-5.6	-1.6
COC(=O)N(C)C[C@@H]1OCc2ccccc2-c2c(n(C)c3ccccc23)C(=O)N([C@@H](C)CO)C[C@@H]1C	-2.8	-0.4	1.4	0.0	14.7	10.1	-4.1	-4.6
COc1ccc(C2(c3ccc(OC)cc3)NC(=O)N(CC(=O)N3CCOCC3)C2=O)cc1	-3.3	-5.2	-4.4	-0.3	-3.6	-10.0	2.7	2.8
CCCN(CCC)Cc1c(C(=O)N/N=C/CCc2ccccc2)nnn1-c1nonc1N	-6.2	9.3	-0.9	3.2	-5.0	-2.6	3.5	-3.1
COc1ccc(-c2ccc3c(c2)S(=O)(=O)c2cccc(C(=O)NCc4cc(C)oc4C(F)(F)F)c2C3=O)cc1OC	nt	-2.1	0.7	nt	3.5	nt	nt	-0.6
Cc1ccc(C(C)C)c(OCC(=O)Nc2ccccc2N2CCN(C)CC2)c1	nt	-8.5	5.6	nt	11.3	nt	nt	-14.4
COc1ccc(NS(=O)(=O)c2ccc(C)c(C(=O)NNC(=O)c3csc(N4CCOCC4)n3)c2)cc1	5.2	nt	nt	0.7	2.3	4.7	-1.0	nt
Cc1occc1C(=O)Nc1ccc2c(c1)OCCO2	nt	-3.2	4.2	nt	-2.8	nt	nt	1.1
N#CCn1c(Cc2ccccc2)nc2ccccc2c1=O	-5.5	-0.6	-8.2	nt	-2.0	-16.6	-3.1	-12.8
Cc1ccc(C(C(=O)NC(C)(C)C)N(Cc2cccnc2)C(=O)C(=O)NC2CCCCC2)o1 (stereo unspecified)	0.8	nt	nt	1.4	-10.2	-4.8	-2.1	nt
COc1ccc(C(=O)Nc2ccc3[nH]ccc3c2)cc1OC	0.6	5.5	?	nt	3.0	-10.7	1.9	1.7
C[C@@H]1CCCCO[C@@H](CN(C)C(=O)Cc2ccccc2)[C@H](C)CN([C@H](C)CO)C(=O)c2cc(NC(=O)c3ccncc3)ccc2O1	1.0	3.6	8.4	0.2	-4.2	-7.3	2.3	-1.4
Cc1nn(CC(=O)NCc2ccccc2)c(C)c1[N+](=O)[O-]	nt	-6.9	3.9	nt	-0.5	nt	nt	6.1
C=CCOc1cccc(C2C(C(=O)c3cc4ccccc4o3)=C(O)C(=O)N2c2cc(C)on2)c1 (stereo unspecified)	28.4	5.4	5.4	1.9	2.6	-3.6	-4.5	2.2

Compounds from the list above that have a thiophene ring, fused or not, in the order listed:
SMILES	Casp6 inh	PglD inh	esBAF inh	E-sel inducer	ARNT TACC3 PPI	RAD52 anneal inh	ERp5 inh	RAD54 inh
CCN(CC)C(=O)c1sc(NC(=O)Cc2ccccc2)c(C#N)c1C	nt	-2.5	-2.0	nt	-1.4	nt	nt	5.2
COc1ccc(NC(=O)CCCn2c(=O)c3sccc3n(Cc3cccc(C)c3)c2=O)cc1	-1.4	-3.6	nt	nt	-6.2	-13.6	-5.6	-1.6

Later entries:
SMILES	Casp6 inh	PglD inh	esBAF inh	E-sel inducer	ARNT TACC3 PPI	RAD52 anneal inh	ERp5 inh	RAD54 inh
O=C(NCCCNCc1ccccc1)c1ccc(/C=N/O)nc1	-2.1	2.6	-4.4	nt	34.9	3.6	9.5	5.9
O=C(NCc1ccc(F)cc1)[C@@H]1[C@@H](CO)[C@@H]2Cn3c(cccc3=O)[C@H]1N2Cc1ccncc1	-0.2	0.4	-4.4	0.2	-7.2	5.1	-4.0	-5.4
CCOC(=O)CC(NC(=O)c1cccc2c1C(=O)N(Cc1cccnc1)C2)c1ccc(OC(C)C)cc1 (stereo unspecified)	-0.7	nt	1.0	nt	-3.9	-8.0	2.3	nt
CCOc1ccc(N/C=C/C(=O)c2cc(OC)c(OC)c(OC)c2)cc1	1.6	-14.2	8.5	-0.2	11.5	-3.4	3.0	-4.9
O=C(Cc1ccc(Cl)cc1)N/N=C/c1ccccc1	0.5	nt	nt	2.0	-3.6	-4.0	2.5	nt
FC(F)(F)c1cccc(Cc2noc(CN3CCCC3)n2)c1	-3.4	nt	nt	nt	-6.0	-1.7	3.6	nt
O=C1/C(=C\c2ccco2)CCC/C1=C\c1ccco1	73.8*	-3.8	76.9*	0.0	nt	-79.0	4.9	-9.3
COC(=O)c1ccc(C2C(C(=O)c3cc4ccccc4o3)=C(O)C(=O)N2CCN2CCOCC2)cc1 (stereo unspecified)	2.5	1.5	0.8	1.8	2.8	-13.1	0.6	2.4
Cn1cccc1C(=O)NNC(=O)COc1ccccc1F	-0.3	-1.1	26.9	0.2	1.8	-23.5	-13.7	-4.4
CCN(CC)CCN1C(=O)c2oc3ccccc3c(=O)c2C1c1ccc(F)cc1 (stereo unspecified)	nt	7.6	-9.8	nt	5.0	nt	nt	1.3
CCC(=O)NCc1ccc(-c2nc3ncccc3o2)cc1	-7.6	-0.9	4.1	0.3	-2.6	-8.0	2.9	-5.0
COc1cccc(-c2ccc(NC(=O)C3CCCN(Cc4cc(C)[nH]n4)C3)cc2)c1 (stereo unspecified)	-3.2	3.5	2.2	2.5	-3.9	-43.7	3.3	-19.3
COc1ccc(NC(=O)c2cc(C3CCCCN3C(=O)c3ccc(Cl)cc3)on2)c(C)c1 (stereo unspecified)	0.6	-0.6	-4.4	-0.9	nt	-9.1	3.7	-6.2
C=CCN1C(=O)/C(=C\c2ccco2)C(C(=O)OC)=C1C	-0.9	nt	nt	2.1	-3.6	-8.9	1.3	nt
COc1ccc(C2CC(c3ccccc3Br)=NN2c2ccc(S(N)(=O)=O)cc2)cc1 (stereo unspecified)	0.4	-7.7	-8.6	2.3	-5.4	-9.2	-5.0	0.3
Cc1cccc(OCC(=O)NNC(=O)c2cccs2)c1	-4.1	nt	nt	0.1	0.4	-7.2	4.1	nt
CCOc1ccc(NC(=O)Nc2cc(OCC(F)(F)F)cc(OCC(F)(F)F)c2)cc1	-1.2	nt	nt	nt	2.4	-4.9	-0.2	nt
Cc1cccc(CC(C)NC(=O)c2oc3c(F)cccc3c2C)n1 (stereo unspecified)	-8.2	-0.4	6.5	nt	-5.1	1.9	0.9	-4.5
COc1cc(/C=C/C(=O)OCC(=O)Nc2ccc(C)cc2[N+](=O)[O-])ccc1O	1.2	nt	nt	nt	-2.8	4.5	3.6	nt
CCNC(=O)C[C@@H]1CC[C@@H]2[C@@H](COc3ccc(NC(=O)C4CCCCC4)cc3C(=O)N2C)O1	-0.4	-2.2	-1.7	-0.1	-18.2	3.3	3.6	-1.5

Compound profiles, from the list above.
COCCCn1c(SCC(=O)N2CCOCC2)nnc1-c1ccco1 reads Casp6 inh: -4.1; PglD inh: 0.4; esBAF inh: 1.0; E-sel inducer: nt; ARNT TACC3 PPI: -2.5; RAD52 anneal inh: -7.8; ERp5 inh: 2.2; RAD54 inh: 9.3
COc1ccc(C2(c3ccc(OC)cc3)NC(=O)N(CC(=O)N3CCOCC3)C2=O)cc1 reads Casp6 inh: -3.3; PglD inh: -5.2; esBAF inh: -4.4; E-sel inducer: -0.3; ARNT TACC3 PPI: -3.6; RAD52 anneal inh: -10.0; ERp5 inh: 2.7; RAD54 inh: 2.8

Next part.
SMILES	Casp6 inh	PglD inh	esBAF inh	E-sel inducer	ARNT TACC3 PPI	RAD52 anneal inh	ERp5 inh	RAD54 inh
COc1cccc(-c2ccc(C#N)c(SCC(=O)NCc3ccco3)n2)c1	5.8	6.7	3.0	0.0	-10.7	-5.6	0.6	5.4
CCN(CC)CCC(=O)N1c2ccccc2CCc2ccc(NC(=O)OC)cc21	3.8	1.3	-6.7	nt	-2.8	-6.5	-4.8	10.3
CC(C)c1nc(N2CCN(C(=O)c3ccccc3)CC2)c(C#N)c2c1COC(C)(C)C2	nt	2.6	-10.2	nt	-6.8	nt	nt	-13.0
O=S(=O)(c1ccccc1F)N1CCCCN2[C@H](CO)[C@H](c3ccc(-c4ccccc4)cc3)[C@H]2C1	0.8	2.2	nt	0.0	-4.6	-0.3	-3.9	0.4
NS(=O)(=O)c1ccc(NC(=S)Nc2ccn(Cc3cccc4ccccc34)n2)cc1	3.1	2.9	-1.4	nt	-1.5	-32.7	-11.8	-1.1
O=C(NC[C@H]1[C@H](c2ccccc2)[C@H](CO)N1CC1CCCC1)c1ccncc1	0.7	-5.2	-4.2	0.0	-3.1	0.9	-3.6	6.1
CCOc1ccc(-n2ccc(=O)c(C(=O)O)n2)cc1	-0.4	-8.6	1.4	-0.1	-3.6	-4.7	3.7	2.9
C=CCn1c(CCNC(=O)c2ccco2)nc2ccccc21	-1.6	nt	-3.5	-0.1	-5.1	-13.9	-1.5	nt
CN(CC(=O)Nc1ccc(Cl)cc1)C(=O)CNC(=O)c1ccc2c(c1)OCO2	1.8	-4.3	6.1	-3.1	nt	1.9	6.1	-5.2
COc1ccc(NC(=O)N2CCCCN3[C@H](C2)[C@@H](c2ccc(C4=CCCC4)cc2)[C@@H]3CO)cc1	-2.0	11.5	nt	nt	nt	-17.7	19.0	-7.5
O=C1c2ccccc2C(=O)N1CC(O)COCc1ccccc1 (stereo unspecified)	nt	2.0	-3.6	nt	-10.6	nt	nt	-6.0
C/C(=N\NC(=O)COc1ccc(C(C)(C)C)cc1)c1cc2ccccc2o1	-1.2	nt	nt	0.2	1.2	-18.5	3.0	3.9
CCCCCCCC(=O)O	-0.5	-0.7	-3.2	nt	-4.7	-8.8	2.5	9.0
C[C@H](O)C#Cc1ccc2c(c1)O[C@@H](CN(C)Cc1ccc(-c3ccccc3)cc1)[C@@H](C)CN([C@@H](C)CO)S2(=O)=O	0.6	-3.3	0.8	0.7	16.6	21.6	-6.2	-0.8
COc1ccccc1N(Cc1ccccc1)S(=O)(=O)c1cccc(C(=O)Nc2cccc(C)n2)c1	-105.4	1.1	nt	-0.5	-0.4	-12.3	2.3	-1.6
CCOC(=O)COc1ccc2c(C#N)c3ccccn3c2c1	20.3	nt	nt	0.5	1.0	-23.0	6.1	nt
COc1ccc(S(=O)(=O)N(C)C[C@H]2Oc3ccc(NC(=O)Cc4cn(C)c5ccccc45)cc3C(=O)N([C@H](C)CO)C[C@H]2C)cc1	-2.0	-1.1	2.9	-0.1	9.8	-29.9	3.0	0.6
CC1(C)Cc2cccc(OCC(=O)Nc3nccs3)c2O1	nt	1.8	-2.2	4.2	1.0	nt	nt	-16.2
COc1ccccc1N1CCN(C(=O)CCS(=O)(=O)c2ccc3c(c2)oc(=O)n3C)CC1	2.5	-1.5	-4.7	-0.3	-3.2	-25.7	-1.9	2.7
COc1ccc(-c2cc(C(=O)N3CCN(Cc4ccccc4)CC3)no2)cc1OC	nt	0.2	-4.0	nt	-0.6	nt	nt	3.8
